Compound activity as filed in PubChem BioAssay.
MazF activator: MazEF (E. coli) toxin RNase activation | P0AE70 | FAM/BHQ RNA-DNA oligo cleavage fluorescence, 5 h | activation, % at 20 µM | actives 0.32% (n = 350,000) | AID 504720; in the data active means activation above about 50%
Target sequence (P0AE70 whole entry, looked up): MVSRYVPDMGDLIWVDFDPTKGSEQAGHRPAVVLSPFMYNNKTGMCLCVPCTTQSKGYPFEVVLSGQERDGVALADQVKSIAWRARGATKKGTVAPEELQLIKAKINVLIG
Mtb FBA inh: Mtb fructose-bisphosphate aldolase inhibition; P9WQA3; inhibition, % at 1 µM; actives 2.3% (n = 360,000); purified M. tuberculosis FBA, fluorescence read-out; in the data active means inhibition above about 27%;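 further: 0% = vehicle and 100% = reference inhibitor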
FadD28 binding: M. tuberculosis FadD28 bisubstrate binding inhibition | FadD28 bisubstrate probe binding, fluorescence polarization | inhibition, % at 12.5 µM | actives 0.22% (n = 360,000); in the data active means inhibition above about 8.5%, passing the limit was not always enough; inconclusive means no clear call, values can overlap the other calls
PrPC surface inh: reduces human prion protein on the cell surface | P04156 | cell surface PrPC, TR-FRET read-out | inhibition, % at 13.8 µM | actives 0.43% (n = 370,000) | AID 720596; in the data active means inhibition above about 24%; further: 0% = median of the test wells and 100% = reference compound wells
GDH-TPI inh: GDH-TPI coupled enzyme inhibition counter-screen. actives 1.2% (n = 360,000). inhibition, % at 4.8 µM. GDH-TPI coupled enzyme counterscreen, NADH absorbance; in the data active means inhibition above about 30%;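 further: 0% = DMSO wells and 100% = wells lacking the enzyme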
UGM FP inh: Mtb UDP-galactopyranose mutase inhibition; P9WIQ1; purified UGM, fluorescence polarization probe displacement; inhibition, % at 10 µM; actives 0.06% (n = 320,000); AID 504406; in the data active means inhibition above about 10%, passing the limit was not always enough; inconclusive means no clear call, values can overlap the other calls
Target sequence (P9WIQ1 whole entry, looked up): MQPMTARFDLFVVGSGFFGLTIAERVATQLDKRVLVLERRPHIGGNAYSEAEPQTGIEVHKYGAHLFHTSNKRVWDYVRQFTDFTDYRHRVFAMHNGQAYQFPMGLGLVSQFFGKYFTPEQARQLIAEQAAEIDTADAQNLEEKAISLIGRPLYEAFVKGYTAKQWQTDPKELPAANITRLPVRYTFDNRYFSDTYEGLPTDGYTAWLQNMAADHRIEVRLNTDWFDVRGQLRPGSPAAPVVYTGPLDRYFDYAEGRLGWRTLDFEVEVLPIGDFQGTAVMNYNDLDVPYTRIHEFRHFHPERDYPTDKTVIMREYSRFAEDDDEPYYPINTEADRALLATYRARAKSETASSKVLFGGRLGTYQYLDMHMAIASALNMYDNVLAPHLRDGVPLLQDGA
BioA inh: blocks M. tuberculosis BioA enzyme activity; purified M. tuberculosis BioA enzyme, plate reader; inhibition, % at 9.99 µM; actives 0.096% (n = 360,000); in the data active means inhibition above about 40%; inconclusive means no clear call, values can overlap the other calls
BoNT-F LC inh: BoNT F light chain protease inhibition. Multiplex microsphere protease cleavage assay, flow cytometry. inhibition, % at 10 µM. actives 0.22% (n = 360,000); in the data active means inhibition above about 35%, passing the limit was not always enough; inconclusive means no clear call, values can overlap the other calls; further: plate controls were buffer without enzyme for full effect and enzyme alone for no effect
Rv3671c protease: Rv3671c (M. tuberculosis) protease inhibition. P9WHR9. inhibition, % at 5.96 µM. actives 0.048% (n = 320,000); in the data active means inhibition above about 38%;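 further: extracellular domain of Rv3671c used as enzyme; 0% = enzyme with DMSO and 100% = no enzyme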
Target sequence (P9WHR9 whole entry, looked up, the tested form may be a part): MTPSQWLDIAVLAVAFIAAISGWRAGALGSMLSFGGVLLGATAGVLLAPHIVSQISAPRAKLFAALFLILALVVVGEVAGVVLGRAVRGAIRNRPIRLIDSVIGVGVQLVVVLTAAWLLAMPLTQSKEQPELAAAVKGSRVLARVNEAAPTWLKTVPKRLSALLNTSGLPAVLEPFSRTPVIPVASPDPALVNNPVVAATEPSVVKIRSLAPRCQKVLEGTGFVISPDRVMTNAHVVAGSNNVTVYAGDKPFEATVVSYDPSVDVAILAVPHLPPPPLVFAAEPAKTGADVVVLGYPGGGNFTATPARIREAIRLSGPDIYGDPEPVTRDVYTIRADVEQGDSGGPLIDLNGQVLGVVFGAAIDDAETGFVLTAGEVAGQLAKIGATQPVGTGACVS
* = called active by the depositor; ? = inconclusive; / = no result given.

Each structure is followed by: MazF activator, Mtb FBA inh, FadD28 binding, PrPC surface inh, GDH-TPI inh, UGM FP inh, BioA inh, BoNT-F LC inh, Rv3671c protease
CCC(=Nc1cc(OC)ccc1OC)c1c(O)[nH]c(=O)[nH]c1=O
    10, 0, 0.1, 3, 6, -2.5, 4.0, -2, -7
COc1cc(C(=O)Nc2c(C(=O)O)[nH]c3ccc(C)cc23)cc(OC)c1OC
    6, 1, 1.7, -7, 12, 3.3, 0.0, -14, /
O=C(CCCN1C(=O)/C(=C\c2ccccc2)SC1=S)Nc1ccc(C(=O)O)cc1
    -14, 0, -0.7, 3, -1, 1.8, -5.3, -4, -14
O=C(c1ccc(Cl)c([N+](=O)[O-])c1)N(Cc1ccc(F)cc1)C1CCS(=O)(=O)C1 (stereo not given)
    5, 1, -0.4, -17, -6, -3.1, /, 8, -4
CCN1CCN(C(c2ccc(OC)cc2)c2nnnn2Cc2ccc3c(c2)OCO3)CC1 (stereo not given)
    8, 1, 0.1, -5, 0, -0.1, /, -1, 7
Cc1ccc(-c2cc(-c3nnc(SCC(=O)NC(C)C(C)C)n3N)c3ccccc3n2)cc1 (stereo not given)
    2, 20, -3.9, -9, 10, /, -0.5, 0, 1
COc1ccc(S(=O)(=O)N2CCN(C(=S)NCC3CCCO3)CC2)cc1OC (stereo not given)
    -1, -1, -3.4, 2, 7, -3.0, 3.7, 10, 0
c1ccc(-c2cn3nc4c(nc3n2)CCCC4)cc1
    -412, -3, -2.4, 2, -2, ?, /, 11, -15
O=C(CN1C(=O)C2C3C=CC(C3)C2C1=O)N1CC=C(c2ccccc2)CC1 (stereo not given)
    0, 9, -1.4, 2, 3, -1.6, 3.3, 10, 1
COc1ccc(-c2csc3ncn(Cc4ccccc4)c(=O)c23)cc1
    -1, 1, -2.3, 6, 15, -0.3, -1.5, -37, -4
CNC(=O)c1nnsc1S(=O)(=O)c1ccc(Cl)cc1
    11, 3, -0.8, 25*, -4, /, -0.2, -1, /
Cc1ccc(C)c(S(=O)(=O)N2CCN(CC(=O)Nc3ccc([N+](=O)[O-])cc3)CC2)c1
    4, 3, -1.0, 1, 10, 0.3, -2.3, -6, -1
S=c1[nH]c(-c2ccccc2)cn1/N=C/c1ccccc1Br
    -5, 18, 1.1, -3, -1, -1.2, -0.5, 2, 9
COc1ccccc1NS(=O)(=O)c1cccs1
    -2, 1, 1.7, 3, 8, 1.7, -0.5, -11, 9
O=C1C=CC(=O)C2C1C1(Cl)C(Cl)=C(Cl)C2(Cl)C1(Cl)Cl (stereo not given)
    2, -3, 37*, -4, -4, /, 9.0, 0, /
CCn1c(SCc2cccc(C(F)(F)F)c2)nnc1-c1ccco1
    1, -1, -0.1, 9, -6, 0.1, 1.6, -1, -10
COCCn1c(SCC(=O)N2CCCCC2)nc2c(c1=O)SC(C)C2 (stereo not given)
    4, 3, -1.9, -1, 6, 1.7, 6.3, 4, -6
CNC(=O)CSc1nnc(-c2cccnc2)n1CCc1ccccc1
    5, -6, -0.8, -5, 2, 4.9, /, -7, -11
CCc1cc2c(=O)c(-c3ccc4c(c3)OCCO4)c(C)oc2cc1OS(C)(=O)=O
    8, -2, -4.6, 31*, 1, 0.7, 1.9, -4, 3
CCOC(=O)c1c(C)[nH]c(C)c1S(=O)(=O)N1CCN(c2ccc(F)cc2)CC1
    -7, -3, -2.8, 1, -12, 0.9, 0.3, -8, -6

Copied from the listing for reference:
Each structure is followed by: MazF activator, Mtb FBA inh, FadD28 binding, PrPC surface inh, GDH-TPI inh, UGM FP inh, BioA inh, BoNT-F LC inh, Rv3671c protease
COc1ccccc1NS(=O)(=O)c1cccs1
    -2, 1, 1.7, 3, 8, 1.7, -0.5, -11, 9
O=C1C=CC(=O)C2C1C1(Cl)C(Cl)=C(Cl)C2(Cl)C1(Cl)Cl (stereo not given)
    2, -3, 37*, -4, -4, /, 9.0, 0, /
CCn1c(SCc2cccc(C(F)(F)F)c2)nnc1-c1ccco1
    1, -1, -0.1, 9, -6, 0.1, 1.6, -1, -10
COCCn1c(SCC(=O)N2CCCCC2)nc2c(c1=O)SC(C)C2 (stereo not given)
    4, 3, -1.9, -1, 6, 1.7, 6.3, 4, -6
CNC(=O)CSc1nnc(-c2cccnc2)n1CCc1ccccc1
    5, -6, -0.8, -5, 2, 4.9, /, -7, -11
CCc1cc2c(=O)c(-c3ccc4c(c3)OCCO4)c(C)oc2cc1OS(C)(=O)=O
    8, -2, -4.6, 31*, 1, 0.7, 1.9, -4, 3
CCOC(=O)c1c(C)[nH]c(C)c1S(=O)(=O)N1CCN(c2ccc(F)cc2)CC1
    -7, -3, -2.8, 1, -12, 0.9, 0.3, -8, -6

Later entries
Each structure is followed by: MazF activator, Mtb FBA inh, FadD28 binding, PrPC surface inh, GDH-TPI inh, UGM FP inh, BioA inh, BoNT-F LC inh, Rv3671c protease
O=C(OCN1C(=O)c2ccccc2C1=O)c1cccnc1SC(F)F
    6, -1, -0.6, -2, -4, -1.8, -0.4, 14, 3
Cc1cc(C)c(S(=O)(=O)Nc2cccc(-n3cnnn3)c2)c(C)c1
    -1, 1, -2.8, 11, 3, 3.4, 1.1, 2, -7
Cc1cc(C)c2c(NC(=S)Nc3ccccc3)n[nH]c2n1
    2, 0, -4.8, 5, 6, -1.4, /, -8, -3
Clc1cccc(CNc2ccn3nc(-c4cccs4)cc3n2)c1
    /, 16, -7.6, 8, 10, /, -1.5, -6, /
Cc1ccccc1-c1cnc(C(O)c2ccc(Cl)c(F)c2)[nH]1 (stereo not given)
    /, 1, -2.1, 11, -2, /, 0.8, -3, /
O=C(CSCc1ccccc1Cl)NNC(=S)Nc1ccccc1
    2, 1, -1.2, -2, 11, 3.5, 1.8, -14, 5
O=C(NCc1nnc2c(C(F)(F)F)cc(Cl)cn12)c1ccco1
    5, 1, 0.4, -7, -2, 2.4, 0.5, -7, -8
CCCCn1c(=O)c(CCC(=O)O)nc2ccccc21
    5, 4, -4.5, -4, 8, 0.3, /, 3, -5
CS(=O)(=O)c1ccc(NCCN2CCOCC2)c([N+](=O)[O-])c1
    3, -6, /, -30, 7, 1.3, 0.3, -1, 16
CC(C)(C)c1ccc(S(=O)(=O)N2CCC(N3CCCCC3)CC2)cc1
    9, -2, 0.9, 7, -2, 1.1, -1.3, -4, 10
CCc1sc(C(=O)Nc2ncccc2C)cc1C
    0, 1, 0.1, 1, -3, -0.4, -1.7, 1, 0
CCCCCCSc1ccc(-c2nc3ccc(Cl)cn3c2NCc2ccccc2)cc1
    -6, 2, -1.9, 4, 0, 3.3, -2.0, -10, -4
COc1ccccc1N1CCN(CCC(=O)Nc2cccc(F)c2)CC1
    -6, 0, -2.4, -3, -2, /, 2.5, 8, /
CCc1ccc2nc(N)sc2c1
    -1, 2, -0.5, -4, -3, -0.3, /, -1, 4
COc1cc2[nH]c(=O)n(Cc3ccc(C(=O)NC4CCCC4)cc3)c(=O)c2cc1OC
    88*, 2, -1.8, 4, 6, -1.8, -1.7, 11, -6
C=CCOc1cccc(CNCc2cccnc2)c1
    7, -2, -2.2, -5, 3, 3.5, -0.3, /, 4
O=C1C=C(O)CC(c2ccco2)C1 (stereo not given)
    -4, -2, ?, -2, 0, -1.6, 1.1, -14, 7
O=C(NCc1nnc2c(C(F)(F)F)cc(Cl)cn12)c1ccc(Br)o1
    -3, 1, -4.2, -5, 4, -2.7, /, 6, -5
COc1ccc(NC(=O)C(Cl)=C(Cl)Cl)cn1
    -6, -5, -1.1, 6, -10, /, /, 0, /
CCCOc1ccc(N2C(=O)CC(N3CCCC(C(=O)N4CCCC4)C3)C2=O)cc1 (stereo not given)
    0, 1, -0.2, -6, 2, -1.9, -0.7, -5, 1

3 entries out of the list, arranged by SMILES length, rising:
Each structure is followed by: MazF activator, Mtb FBA inh, FadD28 binding, PrPC surface inh, GDH-TPI inh, UGM FP inh, BioA inh, BoNT-F LC inh, Rv3671c protease
CCc1ccc2nc(N)sc2c1
    -1, 2, -0.5, -4, -3, -0.3, /, -1, 4
O=C1C=C(O)CC(c2ccco2)C1 (stereo not given)
    -4, -2, ?, -2, 0, -1.6, 1.1, -14, 7
COc1ccccc1N1CCN(CCC(=O)Nc2cccc(F)c2)CC1
    -6, 0, -2.4, -3, -2, /, 2.5, 8, /

Some entries already given, showing only MazF activator and Mtb FBA inh.
structure | MazF activator | Mtb FBA inh
COc1cc2[nH]c(=O)n(Cc3ccc(C(=O)NC4CCCC4)cc3)c(=O)c2cc1OC | 88* | 2
C=CCOc1cccc(CNCc2cccnc2)c1 | 7 | -2

(cont.)
Each structure is followed by: MazF activator, Mtb FBA inh, FadD28 binding, PrPC surface inh, GDH-TPI inh, UGM FP inh, BioA inh, BoNT-F LC inh, Rv3671c protease
Nc1nc(CSc2nc3ccccc3[nH]2)cs1
    3, 4, -2.3, 2, 17, -2.0, 0.9, -17, 5
CCOC(=O)C1(c2csc(N)n2)COC(=O)C1 (stereo not given)
    -3, 0, -1.4, 5, 5, -2.3, -0.7, 21, 2
O=C(/C=C/c1ccccc1)NCC(=O)N/N=C/c1ccccc1[N+](=O)[O-]
    -14, 0, 1.1, -17, 11, -0.2, /, 4, -8
CCC(Nc1nc(-c2ccccc2)nc2ccccc12)C(=O)O (stereo not given)
    0, 2, -0.7, 2, 17, 2.4, 0.5, 3, -1
Cc1nn(-c2ccccc2)c(C)c1NC(=O)COc1ccc([N+](=O)[O-])cc1
    0, -2, -0.4, -15, 1, 1.7, 2.5, -9, 4
Cc1cc(NC(=O)c2cccc(Oc3ccccc3)c2)n[nH]1
    6, 3, -5.4, 12, -11, 0.0, /, -8, 3
O=C1CCC(C(=O)OCC(=O)Nc2ccccc2Br)=NN1
    10, -3, -3.2, 4, 2, /, -0.3, -3, /
CCc1ccc(OC)c(S(=O)(=O)NCc2cccs2)c1
    0, 3, -1.6, -2, 11, 1.8, 0.4, 5, -2
O=C(/C=C/c1cccs1)NCc1ccc2c(c1)OCO2
    12, -1, -3.9, -11, 11, 1.6, -0.3, ?, -9
CC(C)C(=O)N1CCC2(CC1)Oc1ccc(Cl)cc1C(=O)C21CC(c2ccc(Cl)cc2)=NO1 (stereo not given)
    0, 2, -1.9, -4, 9, -1.0, 0.8, 3, -3
COc1cccc(C(=O)CN2C(=O)C(C)(C)Oc3ccc(C(=O)N4CCCCCC4)cc32)c1
    3, -7, -4.6, 1, -7, 2.4, 0.8, 7, -10
CCCC(C)(C)C(=O)N1CCC1(C)C(=O)NS(=O)(=O)c1ccccc1Cl (stereo not given)
    /, 4, -0.1, -1, 8, /, -1.0, -7, /
O=C(O)C1CCCN1c1nc(C(F)(F)F)nc2ccccc12 (stereo not given)
    8, -1, -3.1, -5, -4, 2.3, /, 7, 0
COc1ccc(OC)c(-n2c(-c3ccccc3)n[nH]c2=S)c1
    6, 5, -3.4, 3, 12, -0.6, 1.6, 0, 2
Cc1ccc(C(=O)NCCCN2CCOCC2)cc1S(=O)(=O)N1CCOCC1
    5, 3, -2.8, 6, -9, -7.6, -0.8, /, 1
Cc1ccccc1NC(=S)Nc1ccc2[nH]c(=O)[nH]c2c1
    0, 4, -1.4, 1, 6, 2.1, -1.1, -12, 0
O=C(CCNS(=O)(=O)c1cccc2nsnc12)N1CCN(c2ccccn2)CC1
    /, 0, 0.5, /, 7, -3.5, /, -2, -7
COc1ccc(S(=O)(=O)Cc2ccc(C(=O)NCc3cccs3)o2)cc1
    2, 0, -4.0, 5, -4, 0.2, 0.2, -1, 6
O=C(NC1CCN(C(=S)Nc2ccccc2)CC1)C1CCCCC1
    -25, 3, -0.3, 1, 1, -1.1, /, 24, 6
O=C(Nc1ccc(Br)cc1)C1CCCN(C2=NS(=O)(=O)c3ccccc32)C1 (stereo not given)
    7, 6, -2.1, -4, 6, -1.5, 4.1, -1, -7
COc1ccccc1C(c1nnnn1C(C)(C)C)N1CCN(Cc2ccncc2)CC1 (stereo not given)
    3, 0, -2.1, -2, 3, -0.6, 1.3, 6, -2
Cc1cc(C)nc(NC(=O)Cc2ccc(Br)cc2)n1
    3, 3, -0.6, -3, 1, 0.4, 1.4, -2, 1
CCn1c(SCC(=O)NCc2cccs2)nnc1-c1ccco1
    2, 5, 0.7, -5, 2, -1.5, 1.2, 2, 5
CCCCc1nc(SCC(=O)Nc2ncccn2)n[nH]1
    6, 3, -0.7, -7, 4, -0.8, -0.6, 23, 8
COc1ccccc1OCC(=O)NCc1cccs1
    -2, 1, -1.2, -2, 6, 2.0, 0.7, -40, 4
